From PubChem
IL-2 act: activates IL-2 in a cell-based reporter assay; IL-2 activation reporter assay, cell-based qHTS; stimulated with anti-CD3/CD4/CD28 beads; in transgenic mouse T cells; activation, % (series mostly up to about 46 µM); 0.065% of 360,000 active; in the data active = activation above about 50%; inconclusive = mostly about 30% to 49%; note: 0% is about no effect
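Unstimulated transgenic mouse T cells; 60-min compound exposure; bead-based TCR/CD4/CD28 stimulation; 18 h culture, 37 degrees C; dual fluorescence (EGFP, DsRed) plate cytometry.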
HEK293 tox: cytotoxicity counter-screen for GLP-1 receptor inverse agonists | HEK293 cAMP-luciferase reporter cells, luminescence, 24 h | Potency, µM (series often up to 38.3 µM), without a hit: at the highest dose activity change, negative = inhibition, usual class: inhibitors | 0.13% of 410,000 active | AID 624418;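 note: loss of luciferase light is scored as toxicity; potency is the fitted concentration of half-maximal effect; % is set by controls: 0 for no effect and ±100 for the full control effect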
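Luminescence readout: signal drop marks cytotoxicity. Plated cells grew 12 h at 37 °C, 5% CO2, received 23 nL compound for 24 h, then got luciferase reagent, read after 12 min at RT.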
EPAC1 agonist: activates human EPAC1 exchange factor. EPAC1 agonist qHTS, biochemical assay; response scale: 100% = response to 6.5 mM cAMP. Potency, µM (series often up to 154 µM), inactives show at the highest dose activation, most hits filed as activators. 0.073% of 360,000 active. AID 720707; note: potency is the fitted concentration of half-maximal effect; nearly all actives have a fitted effect of over 60% in size
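Read-out is the fluorescence drop as BODIPY-GDP leaves Rap1B (480 nm excitation, 540 nm emission), recorded every 5 minutes over 30 minutes. Reactions held 100 nM EPAC1, 250 nM Rap1B–BODIPY-GDP and 50 uM GDP, with 6.5 mM cAMP setting full activation.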
PLK1 PBD block: inhibitors of human PLK1 polo-box domain binding; Potency, µM, for inactives: max response, negative = inhibition, actives largely listed as inhibitors; Plk1 PBD binding of FITC phosphopeptide, fluorescence polarization; AID 720504; P53350; 2.8% of 360,000 active; note: potency is the fitted concentration of half-maximal effect; series mostly up to about 57 µM; % is set by controls: 0 for no effect and ±100 for the full control effect; nearly all actives have a fitted effect of over 65% in size
Target sequence (P53350 whole entry, looked up, the tested form may be a part): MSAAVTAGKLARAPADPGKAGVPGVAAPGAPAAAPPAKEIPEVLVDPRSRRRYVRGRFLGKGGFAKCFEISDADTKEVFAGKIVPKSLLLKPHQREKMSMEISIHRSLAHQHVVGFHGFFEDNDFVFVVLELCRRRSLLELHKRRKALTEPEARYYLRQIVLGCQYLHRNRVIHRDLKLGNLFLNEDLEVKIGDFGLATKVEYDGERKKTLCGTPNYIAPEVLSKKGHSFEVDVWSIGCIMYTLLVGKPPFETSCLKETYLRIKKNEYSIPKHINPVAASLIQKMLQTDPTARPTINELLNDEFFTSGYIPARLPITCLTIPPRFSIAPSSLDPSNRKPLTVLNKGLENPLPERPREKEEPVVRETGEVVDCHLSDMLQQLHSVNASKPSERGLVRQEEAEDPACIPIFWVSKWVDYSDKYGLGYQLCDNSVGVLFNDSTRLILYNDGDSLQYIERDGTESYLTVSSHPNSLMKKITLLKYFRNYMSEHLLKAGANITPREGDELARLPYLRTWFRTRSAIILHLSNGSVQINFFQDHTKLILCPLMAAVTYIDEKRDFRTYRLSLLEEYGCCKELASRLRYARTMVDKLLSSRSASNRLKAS
GLP-1R agonist: agonists of human GLP-1 receptor | HEK293 GLP-1R CRE-luciferase, luminescence, 4-6 h; cells express a hypersensitive GLP-1R form | Potency, µM (doses to about 45.6 µM), inactives show at the top dose activation, usual class: activators | 0.007% of 380,000 active | AID 624172; note: potency is the fitted concentration of half-maximal effect; % of control where 0% means no effect
Target sequence (P43220 whole entry, looked up): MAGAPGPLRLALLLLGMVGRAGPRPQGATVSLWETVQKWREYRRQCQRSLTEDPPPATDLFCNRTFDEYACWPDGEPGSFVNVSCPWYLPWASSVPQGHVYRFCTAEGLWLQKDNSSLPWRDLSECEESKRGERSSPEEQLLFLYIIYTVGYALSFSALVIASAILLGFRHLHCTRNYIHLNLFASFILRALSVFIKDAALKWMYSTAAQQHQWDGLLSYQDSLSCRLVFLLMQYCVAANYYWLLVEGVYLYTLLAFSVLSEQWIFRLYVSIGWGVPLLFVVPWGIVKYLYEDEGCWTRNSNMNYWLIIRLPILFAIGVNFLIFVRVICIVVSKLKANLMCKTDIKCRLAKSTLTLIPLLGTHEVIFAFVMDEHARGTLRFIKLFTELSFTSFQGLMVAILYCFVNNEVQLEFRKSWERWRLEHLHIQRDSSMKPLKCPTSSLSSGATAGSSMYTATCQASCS
EPAC1 antag: blocks human EPAC1 exchange factor; O95398; EPAC1 GEF assay, Rap1b-BODIPY-GDP exchange fluorescence; Potency, µM (highest dose often 115 µM), inactives show at the highest dose activity change, negative = inhibition, actives largely listed as inhibitors; 0.14% of 360,000 active; AID 720709;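 note: potency is the fitted concentration of half-maximal effect; plate controls were vehicle for no effect and positive control for full effect; nearly all actives have a fitted effect of over 50% in size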
PTHR1 ag: PTHR1 (human) receptor agonism | Q03431 | HEK293 GP2 PTHR1 cells, GloSensor cAMP luminescence, 1 h | Potency, µM (highest dose often 115 µM), for the others: at the top dose activation, actives largely listed as activators | 0.075% of 410,000 active; note: potency is the fitted concentration of half-maximal effect; nearly all actives have a fitted effect of over 55% in size; some results filed as inactive show a strong effect at the top dose; inactives centre near -15; many of its hits are not listed in these tables
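HEK-293-derived GP2 cells expressing PTHR1 and a GloSensor cAMP reporter, 3,000/well, plated overnight, given luciferin plus IBMX (each 0.5 mM as added) for 1 h at 37 °C, then compound for 1 h at 37 °C. Luminescence was read after 15 min at room temperature.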
PI5P4Ka inh: blocks human PI5P4K alpha kinase activity; AID 652105; max response, %; 1.2% of 330,000 active; P48426; PI5P4Kalpha enzyme, ADP-Glo luminescence, 60 min; stronger effect = lower value; active = max response of -50% or lower; inconclusive = between -30% and -50%; inactive = -30% or higher; note: value at the top dose of about 77 µM; % is set by controls: 0 for no effect and ±100 for the full control effect
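Single end-point luminescence (ADP-Glo) quantified ADP from PI5P4Kalpha turnover; ATP 5 microM final, 1 h at RT, 0.1% CHAPS and 0.28 mM EGTA in HEPES pH 7.4.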
GLP1R inv ag: inverse agonists of human GLP-1 receptor | Potency, µM (highest dose often 38.3 µM), without a hit: at the top dose activity change, negative = inhibition, actives largely listed as inhibitors | HEK293 GLP-1R CRE-luciferase, luminescence, 24 h; GLP-1R form is constitutively active | AID 624417 | P43220 | 1.6% of 410,000 active; note: potency is the fitted concentration of half-maximal effect; % is set by controls: 0 for no effect and ±100 for the full control effect; nearly all actives have a fitted effect of over 55% in size
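Using stably transfected HEK293 (constitutively active GLP-1R, cAMP-luciferase reporter), compounds were incubated 24 hr and luciferase measured by luminescence.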
The depositor's hits bear a star; i = inactive; ? = inconclusive; · = no result given; [ ] = dose if it differs, or a comment. Unless noted, calls come from the whole dose curve; as a rule, active = well fitted curve in the direction sought with a large enough effect; inconclusive = small, poorly fitted or top-dose-only effect, or another doubt; inactive = no such curve, though single readings can be large; an effect the other way counts as inactive or inconclusive. Some of the compounds tested (hit frequency here may not be typical).

SMILES	IL-2 act	HEK293 tox	EPAC1 agonist	PLK1 PBD block	GLP-1R agonist	EPAC1 antag	PTHR1 ag	PI5P4Ka inh	GLP1R inv ag
CCOC(=O)c1c(C)n(C)c2ccc(OCCN(C)C)cc12	1.8	-3%	-2%	-6%	0%	-8%	i	2	-24%
Cc1csc(NC(=O)CSc2nnc(-c3cc(C)on3)o2)n1	-3.5	10%	6%	-4%	2%	7%	i	-20	-6%
COCc1nnc(NC(=O)c2ccccc2[N+](=O)[O-])s1	-0.1	-7%	-7%	?	-12%	-5%	i	-7	8%
CC(=O)c1c(N2CCN(CCO)CC2)nc(=S)n(-c2ccccc2)c1C	-1.0	1%	10%	-7%	3%	-13%	-15%	-1	1%
CC(=O)Nc1ccc(OCC(O)CN2C(C)CCCC2C)cc1 (stereo not drawn)	-0.1	-3%	3%	-2%	-9%	8%	i	13	0%
CCN1CCN(Cc2c3ccccc3cc3ccccc23)CC1	0.3	-24%	-1%	7%	-5%	-3%	20%	2	?
CS(=O)(=O)c1cccc(C(=O)Nc2cccc(S(=O)(=O)N3CCCC3)c2)c1	-1.3	-8%	-2%	1%	23%	-2%	i	2	11%
CC(C)(C)NC(=O)CN(C(=O)Cn1nnc(-c2ccc(Cl)cc2)n1)C1CCN(Cc2ccccc2)CC1	0.2	16%	-3%	-6%	-4%	-2%	i	1	?
COc1ccccc1-c1cc2nc(NCCc3ccncc3)ccn2n1	0.4	2%	2%	-2%	16%	12%	i	4	3%
COc1cccc(N2CCN(c3ccc4nnc(CCC(=O)O)n4n3)CC2)c1	·	2%	·	·	0%	·	-6%	·	5%
O=C(COC(=O)c1cnccn1)c1ccc(Cl)c([N+](=O)[O-])c1	-0.4	7%	3%	-8%	-1%	-2%	-3%	-28	-3%
Cc1ccc(NS(=O)(=O)c2ccc(C(=O)NCc3cccnc3)cc2)cc1	-4.1	4%	13%	-8%	-5%	9%	-23%	12	-8%
CCOC(=O)c1nn(-c2ccccc2)c(=O)cc1OCC(=O)Nc1cc(C)ccc1C	-0.7	8%	-4%	-2%	-7%	8%	-21%	-1	8%
O=C(NC1CCCCC1)C1CCCN1C(=O)Nc1ccccc1 (stereo not drawn)	0.8	-12%	0%	1%	10%	-19%	i	4	-9%
CCNC(=O)NC(=O)C(C)SCc1ccccc1C (stereo not drawn)	-0.8	-8%	-1%	-3%	7%	8%	-21%[57.5 µM]	·	-1%
CCCNC(=O)CSc1nnc(-c2ccc(F)cc2)o1	-0.3	17%	7%	-7%	-1%	-4%	27%	-4	11%
COCCNC(=O)Cn1nc(C(F)(F)F)cc1C	-1.3	-7%	1%	-9%	-4%	8%	i	·	13%
COc1ccc2c(c1)cc(CNc1ccc(OC)c(OC)c1)c(=O)n2CC(=O)Nc1ccc(F)cc1	·	2%	·	·	4%	·	i	·	-9%
Cc1cc(N2CCC(C)CC2)c(F)cc1[N+](=O)[O-]	-2.3	-4%	1%	-2%	-12%	-2%	-25%[57.5 µM]	·	-5%
Cn1c2ccccc2c2cc(C(=O)NNC(=O)CCl)sc21	0.4	?	-7%	-13%	5%	-12%	-9%	-12	-24%
CC(=O)OC(C(=O)Nc1nncs1)c1ccccc1 (stereo not drawn)	0.7	3%	-12%	-3%	-6%	5%	3%	5	3%
CCOc1ccccc1NC(=O)CCN1CCN(S(=O)(=O)c2ccc(Br)cc2)CC1	0.1	21%	11%	-10%	3%	-12%	-10%	5	39%[activator]
COC(=O)c1sc(NC(=O)COc2ccc(C)cc2)nc1C	-1.1	-17%	5%	-11%	-6%	5%	-21%	·	0%
COc1ccc(C(=O)NCCN2CCOCC2)cc1[N+](=O)[O-]	1.8	0%	2%	3%	-1%	5%	-6%	6	11%
Cc1ccc(C(=O)OCC(=O)N(C)C2CCS(=O)(=O)C2)cc1[N+](=O)[O-] (stereo not drawn)	-0.9	4%	16%	-2%	-1%	7%	i	0	8%

Given bar-delimited: entries from further up.
SMILES | IL-2 act | HEK293 tox | EPAC1 agonist | PLK1 PBD block | GLP-1R agonist | EPAC1 antag | PTHR1 ag | PI5P4Ka inh | GLP1R inv ag
Cc1ccc(NS(=O)(=O)c2ccc(C(=O)NCc3cccnc3)cc2)cc1 | -4.1 | 4% | 13% | -8% | -5% | 9% | -23% | 12 | -8%
CCNC(=O)NC(=O)C(C)SCc1ccccc1C (stereo not drawn) | -0.8 | -8% | -1% | -3% | 7% | 8% | -21%[57.5 µM] | · | -1%
CS(=O)(=O)c1cccc(C(=O)Nc2cccc(S(=O)(=O)N3CCCC3)c2)c1 | -1.3 | -8% | -2% | 1% | 23% | -2% | i | 2 | 11%

Later entries:
SMILES	IL-2 act	HEK293 tox	EPAC1 agonist	PLK1 PBD block	GLP-1R agonist	EPAC1 antag	PTHR1 ag	PI5P4Ka inh	GLP1R inv ag
C=CCn1c(SCC(=O)NC2CC2)nc2ccccc2c1=O	0.5	7%	-5%	-1%	7%	10%	i	-6	13%
Cc1cccc(N(C)S(=O)(=O)c2ccc3c(c2)C(C)(C)C(=O)N3C)c1	-0.6	1%	1%	-9%	4%	-16%	-3%	-19	5%
O=C(OCC(=O)N1CCN(C(=O)c2ccco2)CC1)c1sc2ccccc2c1Cl	-1.8	17%	6%	-3%	-5%	8%	-25%	·	0%
Cc1ccc(C(=O)Nc2cc(-c3ccn[nH]3)c(C)n(N)c2=O)cc1	2.6	12%	-7%	?	7%	-25%	-33%[inhibitor]	2	18%
NNC(=O)CN(CCc1ccccc1)S(=O)(=O)c1ccc(Cl)cc1	0.1	-10%	7%	-8%	9%	?	i	11	?
Cc1ccc(C(=O)Cc2ccccc2)c(O)c1	0.2	2%	-2%	-9%	16%	-14%	-9%	3	-28%
CCCCn1c(N)c(N(CC)C(=O)C2COc3ccccc3O2)c(=O)[nH]c1=O (stereo not drawn)	-4.0	-2%	-10%	0%	3%	2%	-23%	-9	-2%
Cc1csc(SCC(=O)c2c(N)n(C)c(=O)n(C)c2=O)n1	2.4	0%	15%	-10%	6%	-4%	-19%	2	6%
Cn1cc([N+](=O)[O-])c(C(=O)Nc2ccc3c(c2)OCCO3)n1	-2.4	9%	-2%	-4%	-2%	3%	i	·	17%
C=CCNC(=S)N(Cc1ccccc1)Cc1ccc(F)cc1	-0.9	-12%	12%	-23%	8%	-20%	-15%	6	?
C[C@H](CO)N1C[C@H](C)[C@@H](CN(C)S(=O)(=O)c2cn(C)cn2)Oc2ccc(NC(=O)Cc3ccccc3)cc2C1=O	1.3	0%	-11%	-11%	0%	-5%	i	-4	-5%
COc1cc(OC)cc(C(=O)N2CCN(C(=O)c3ccc(-c4ccccc4)cc3)CC2)c1	24	-10%	-1%	-3%	6%	?	-26%	10	?
CN(C)CCNC(=O)C1(C)Cc2c(-c3cccc(C(F)(F)F)c3)ccnc2O1 (stereo not drawn)	0.3	6%	?	-25%	-8%	-12%	21%	-17	-5%
C=C(C)c1cccc(C(C)(C)NC(=O)Nc2ccc(C)cn2)c1	-0.6	-27%	-5%	-5%	-3%	-5%	-21%	3	?
CC(Sc1nnc2ccccn12)C(N)=O (stereo not drawn)	-2.3	-9%	11%	3%	-5%	7%	-18%	-1	7%
CC(=O)c1ccc(OCCOc2ccc(C#N)cc2)cc1	3.7	15%	13%	0%	4%	-5%	i	5	?
CC(C)CC(=O)OC(C)(C)[C@@H]1Cc2c(ccc3ccc(=O)oc23)O1	-0.2	2%	-24%	-4%	9%	-9%	i	2	?
CCc1ccc(C(C)NC(=O)C2CCCC2)cc1 (stereo not drawn)	-1.2	17%	5%	-5%	2%	4%	i	3	?
CCOC(=O)c1sc(NC(=S)NC(=O)c2ccccc2)nc1C	-0.3	-13%	14%	-6%	8%	-12%	-33%[inhibitor]	4	4%
CCN(CC(=O)Nc1c(F)cccc1F)C(=O)c1csc2c1CCCC2	-2.6	8%	-5%	-2%	-4%	3%	-8%	17	?
COc1ccc(CNC(=O)CN(C(=O)c2csnn2)c2ccccc2F)cc1	0.7	-5%	6%	-12%	13%	1%	-1%	0	-27%
CCCCn1c(N)c(N(CC(C)C)C(=O)C2CCN(S(=O)(=O)c3ccc(Cl)cc3)CC2)c(=O)[nH]c1=O	1.4	-12%	-13%	-5%	-4%	3%	i	9	6%
CCOC(=O)C(C)Sc1nc(=O)n2cccc(C)c2n1 (stereo not drawn)	-0.2	9%	-3%	?	4%	-3%	i	1	20%
COc1ccc(NC(=O)Cn2c(=O)n(-c3ccccc3)c(=O)c3c4c(sc32)CCCC4)cc1	·	2%	·	·	0%	·	-61%[inhibitor]	·	-18%
CCN(CC#CCC(O)(c1ccccc1)c1ccccc1)C(C)C	-0.7	3%	4%	27µM*	2%	-19%	2%	1	?

Additional entries:
SMILES	IL-2 act	HEK293 tox	EPAC1 agonist	PLK1 PBD block	GLP-1R agonist	EPAC1 antag	PTHR1 ag	PI5P4Ka inh	GLP1R inv ag
COc1cc(N=Nc2c(C)n(C)n(-c3ccccc3)c2=O)ccc1N	-1.0	-11%	-6%	1%	11%	3%	-4%	-6	28%
CS(=O)(=O)N1CCN(C(=O)Cc2ccccc2)CC1	0.8	-2%	-3%	2%	-13%	14%	-4%[57.5 µM]	-3	9%
COc1ccccc1NC(=O)c1cccc2c(Br)cccc12	-2.4	13%	2%	-5%	-2%	-16%	-30%	1	?
COc1cc(OC)c(C(=O)NCCCn2ccnc2)cc1OC	3.4	17%	-5%	2%	1%	-20%	i	-8	53%[activator]
O=C(/C=C/Nc1cccc([N+](=O)[O-])c1)c1cccs1	-1.6	7%	-3%	-1%	0%	5%	i	-1	6%
CCCCc1cc(=O)oc2cc(OCC(=O)N3C[C@H]4C[C@@H](C3)c3cccc(=O)n3C4)ccc12	0.7	-13%	-11%	-5%	5%	-2%	-54%[inhibitor]	5	-6%
COc1ccc(C(=O)N/N=C/c2ccc(OC)c(CN3CCCc4ccccc43)c2)cc1	-2.2	6%	3%	-9%	0%	-10%	i	-6	10µM*
Cc1cc(S(=O)(=O)N2CCN=C2c2ccccc2)ccc1F	0.4	0%	3%	-10%	-3%	-5%	i	·	?
COc1ccc(C(=O)Nc2ccc(-c3nnc4n3CCCCC4)cc2)cc1	·	-14%	·	·	1%	·	-8%	·	19%
